Source: PubChem BioAssay
OX1R antag: blocks the human orexin 1 receptor. O43613. AID 434989. 330,000 compounds, 0.43% hits. inhibition, % at 5 µM. CHO/OX1R cells, Fluo-8 calcium fluorescence, orexin A;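 active means inhibition above its plate's threshold, mean inhibition of all tested compounds on the plate plus 3 SD, cut at about 37% in these data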;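 further: 0% = orexin A challenge wells and 100% = SB-334867-A antagonist wells; not every result past the cut was called active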
Target sequence (O43613 whole entry, looked up): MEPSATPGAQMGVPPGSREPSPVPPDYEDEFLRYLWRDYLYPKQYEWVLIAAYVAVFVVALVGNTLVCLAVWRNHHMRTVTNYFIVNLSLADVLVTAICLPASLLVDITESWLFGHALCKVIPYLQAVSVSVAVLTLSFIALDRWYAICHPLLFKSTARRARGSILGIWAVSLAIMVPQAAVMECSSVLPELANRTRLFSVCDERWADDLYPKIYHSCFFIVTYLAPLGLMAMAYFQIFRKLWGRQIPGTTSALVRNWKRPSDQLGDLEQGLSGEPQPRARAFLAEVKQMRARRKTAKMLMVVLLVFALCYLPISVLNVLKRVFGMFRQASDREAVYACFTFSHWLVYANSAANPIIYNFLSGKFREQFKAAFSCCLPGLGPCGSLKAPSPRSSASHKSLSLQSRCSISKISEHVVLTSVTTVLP
CHT allo act: human CHT allosteric activation; B-score at 10 µM; CHT-expressing cells, membrane potential dye, choline EC20; active compounds read high; LV-AA mutant CHT in HEK293 cells; 310,000 compounds, 0.49% hits; Q9GZV3; AID 488977;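 active means initial fluorescence not abnormally high and integrated response B-score, plate-corrected, over 3 SD above library mean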
Target sequence (Q9GZV3 whole entry, looked up): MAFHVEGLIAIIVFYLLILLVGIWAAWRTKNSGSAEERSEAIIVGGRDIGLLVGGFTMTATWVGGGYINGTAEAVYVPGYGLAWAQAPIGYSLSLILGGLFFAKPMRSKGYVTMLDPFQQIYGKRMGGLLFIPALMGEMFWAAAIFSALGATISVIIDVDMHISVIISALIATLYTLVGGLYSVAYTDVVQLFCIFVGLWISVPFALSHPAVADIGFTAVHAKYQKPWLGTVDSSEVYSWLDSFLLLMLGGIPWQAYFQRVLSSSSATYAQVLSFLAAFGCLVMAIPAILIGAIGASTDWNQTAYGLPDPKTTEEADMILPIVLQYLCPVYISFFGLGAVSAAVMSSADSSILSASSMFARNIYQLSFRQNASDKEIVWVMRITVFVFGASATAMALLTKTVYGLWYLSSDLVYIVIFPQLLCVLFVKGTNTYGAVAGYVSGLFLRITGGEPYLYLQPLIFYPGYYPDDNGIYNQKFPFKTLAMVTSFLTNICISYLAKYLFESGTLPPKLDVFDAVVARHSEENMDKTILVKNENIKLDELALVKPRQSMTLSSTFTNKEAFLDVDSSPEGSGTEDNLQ
The depositor's hits bear a star; i = inactive; . = not tested or not shown.

no.	SMILES	OX1R antag	CHT allo act
1	CCN(c1ccc(OC)cc1)S(=O)(=O)c1nnc(NC(=O)c2ccco2)s1	-3	i
2	CCN(CC)CCNC(C(=O)Nc1ccc([N+](=O)[O-])cc1Br)c1ccccc1 (configuration not stated)	-19	i
3	CCSc1nnc(NC(=O)CSC2=NN3CCCC(=O)N=C3S2)s1	-36	i
4	COc1ccc(-c2cc(C(=O)Nc3ccc(S(N)(=O)=O)cc3)c3ccccc3n2)cc1OC	-31	i
5	Cc1ccc(NC(=O)c2ccc(NS(=O)(=O)c3cccc4cccnc34)cc2)cc1	0	i
6	CCOC(=O)C1C(=O)NC(N2CCN(c3ccccc3)CC2)=NC1c1ccco1 (configuration not stated)	6	i
7	CN(Cc1ccccc1)Cc1ccccc1F	-16	i
8	Cc1ccc(NC(=O)CN(C)CC(=O)Nc2ccc(F)c(F)c2F)c(Cl)c1	-24	i
9	CCn1c(SC/C=C/c2ccccc2)nnc1-c1cccs1	-4	i
10	O=C(NCCCn1ccnc1)C1CCN(S(=O)(=O)c2ccc(F)cc2)CC1	-5	i
11	CCC(=O)N1CCc2cc(S(=O)(=O)NCCC(=O)N3CCN(c4ccccc4)CC3)ccc21	-2	i
12	CC(C)c1onc(C(=O)N2CCN(Cc3ccccc3)CC2)c1[N+](=O)[O-]	-10	i
13	CCN(CC)C(=O)CSc1nc2cc3c(cc2c(=O)n1Cc1ccc(OC)cc1)OCO3	-23	i
14	N#CCSc1ccccc1NC(=O)COc1ccc(-c2nnco2)cc1	3	.
15	OCCNc1nc(-c2ccccc2)nc2ccccc12	-10	i
16	Cc1ccc(S(=O)(=O)Nc2ccc3cn[nH]c3c2)c(C)c1	-18	.
17	COc1ccc(C(=O)OCC(N)=O)cc1[N+](=O)[O-]	-11	i
18	O=Cc1ccc(OC(=O)CCCCC(=O)Oc2ccc(C=O)cc2)cc1	6	i
19	Cn1c2c(c(=O)n(C)c1=O)C(NS(=O)(=O)c1ccc(Cl)cc1)(C(F)(F)F)C(=O)N2 (configuration not stated)	7	i
20	CC(C)c1ccc(NC(=O)Nc2cc3sccc3n2C)cc1	-14	i
21	CCC(CC)NC(=O)Nc1ccc(C)cc1	-7	i
22	CCSc1cnn(-c2ccccc2)c(=O)c1SCC	-13	i
23	Cc1cc(-c2nnc(CCC(=O)NC(Cc3ccccc3)c3ccccc3)o2)no1 (configuration not stated)	-23	i
24	COc1cccc2cc(C(N)=O)oc12	-30	i
25	O=C(N/N=C/c1c[nH]c2ccccc12)c1ccc2c(c1)OCCO2	-11	i
26	CCC(C)(C)n1nnnc1C(c1ccccc1)N1CCN(Cc2ccccc2)CC1 (configuration not stated)	-18	i
27	NC(=O)C(=O)NN=C1CCC(c2ccccc2)CC1 (configuration not stated)	-12	i
28	Cc1ccc(S(=O)(=O)NC(=O)NC(=O)N(C)S(=O)(=O)c2ccc(C)cc2)cc1	7	i
29	CCOc1ccc2c(c1)C(N(CCN1CCOCC1)C(=S)Nc1ccccc1OC)CC(C)(C)O2 (configuration not stated)	-36	i
30	Cc1cc(NC(=O)C(C)SCC(=O)OC(C)C(=O)Nc2ccccc2C)no1 (configuration not stated)	-16	i

By substructure, the compounds so far containing an NH in an aromatic ring (2)
no.	SMILES	OX1R antag	CHT allo act
16	Cc1ccc(S(=O)(=O)Nc2ccc3cn[nH]c3c2)c(C)c1	-18	.
25	O=C(N/N=C/c1c[nH]c2ccccc12)c1ccc2c(c1)OCCO2	-11	i

Next section
no.	SMILES	OX1R antag	CHT allo act
31	Cc1cc(C(=O)O)c(=O)[nH]c1C	6	i
32	O=C(NNC(=O)c1sccc1-n1cccc1)c1ccc(F)cc1	-7	i
33	Cn1c(SCc2cccnc2)nnc1-c1c[nH]c2ccccc12	-19	i
34	Cc1c(C(=O)N2CCN(c3ncccn3)CC2)sc2nc3n(c(=O)c12)CCCC3	5	i
35	Cn1c(=O)c([N+](=O)[O-])c(-n2ccnc2)c2ccccc21	5	i
36	CC(CC(=O)O)Nc1ccccc1O (configuration not stated)	-4	i
37	O=C(Nc1ccc(Cl)cc1)Nc1ccccc1C(=O)O	-4	i
38	Clc1cccc(CN2COc3c(cc(Cl)c4cccnc34)C2)c1	-1	i
39	O=C(NCCCN1CCCC1=O)C(=O)NCC1OCCN1S(=O)(=O)c1ccc(Cl)cc1 (configuration not stated)	-14	i
40	O=C(C1CCN(S(=O)(=O)c2cccc3cccnc23)CC1)N1CCCCC1	-15	i
41	CCOc1ccc(CC2CC(=O)NC2=O)cc1 (configuration not stated)	-6	i
42	Cc1ccc(C(=O)Nc2sc(C)c(-c3ccccc3)c2C(N)=O)cc1[N+](=O)[O-]	-16	i
43	COc1ccc(CNC(=O)CN(C(=O)CCC(=O)Nc2ccccn2)c2ccc3c(c2)OCO3)cc1	-34	i
44	CCC(C(=O)Nc1ccc(OC)c(Cl)c1)c1ccccc1 (configuration not stated)	-26	i
45	O=C(c1ccco1)N1CCN(C(=O)C2CCN(S(=O)(=O)c3cnc[nH]3)CC2)CC1	-11	i
46	CCC(C)NC(=O)Cn1nc(Cc2ccncc2)c2ccccc2c1=O (configuration not stated)	-3	i
47	CC(CC(=O)NCc1cccnc1)c1ccccc1 (configuration not stated)	-9	i
48	CN1C(=O)NC(c2cccc(O)c2)C(C(=O)c2cccs2)C1(O)C(F)(F)F (configuration not stated)	-7	i
49	COCCN(C(=S)Nc1cccc(OC)c1)C(C)c1cccs1 (configuration not stated)	-7	i
50	Cc1cc(C)c(C)c(S(=O)(=O)NCc2cccnc2)c1C	-8	i
51	O=C(c1ccco1)N1CCN(c2nc(-c3ccc(F)cc3)cs2)CC1	-16	i
52	CCC1(c2ccccc2)NC(=O)N(Cc2ccc(C(=O)OC)cc2)C1=O (configuration not stated)	-21	i
53	COC(=O)c1cc(Cl)c(NC(=O)c2ccc(C(C)(C)C)cc2)cc1OC	-51	i
54	O=c1[nH]nc(N/N=C/c2ccc(Cl)cc2Cl)c(=O)[nH]1	-21	i
55	CCN(CC(=O)Nc1c(F)cccc1F)C(=O)CCC(=O)c1ccc(C)cc1	-36	i
56	COc1ccc(NC(=O)/C(C#N)=C\c2cc(C)n(-c3ccc4c(c3)OCO4)c2C)cc1	-29	i
57	Cc1cc(C)cc(NC(=O)C2CCN(S(=O)(=O)c3ccc4[nH]c(=O)ccc4c3)CC2)c1	-14	i
58	CC(C)NC(=O)Cn1cc(C(=O)C(=O)N2CCOCC2)c2ccccc21	-10	i
59	CS(=O)(=O)c1ccccc1-c1nnc(-c2ccc(Cl)cc2)o1	-19	i
60	CC(C)CNC(=O)NC(=O)COc1ccc(C=O)cc1	-9	i

Shown as labelled records: entries from further up.
47	CC(CC(=O)NCc1cccnc1)c1ccccc1 (configuration not stated)
- OX1R antag = -9
- CHT allo act = i
48	CN1C(=O)NC(c2cccc(O)c2)C(C(=O)c2cccs2)C1(O)C(F)(F)F (configuration not stated)
- OX1R antag = -7
- CHT allo act = i

(more compounds)
no.	SMILES	OX1R antag	CHT allo act
61	Cc1ccc(COC(=O)c2cc([N+](=O)[O-])ccc2N2CCOCC2)cc1	-12	6.4*
62	CC12CCC3c4ccc(O)cc4CCC3C1CC(O)C2O (configuration not stated)	-12	i
63	Cc1nn(-c2ccc3ccccc3c2)c(=O)c2ccccc12	-8	i
64	COc1ccc(-c2nc(NC(=O)CSCCO)sc2C)cc1	-21	i
65	COc1ccc(CCNC(=O)CSc2nc3ccsc3c(=O)n2CC2CCC(C(=O)O)CC2)cc1OC (configuration not stated)	-12	i
66	CCCOC(=O)CSc1nc(N2CCOCC2)c2c(c1C#N)CC(C)(C)OC2	-33	i
67	CCNc1nc(=S)nc(NC(C)C)[nH]1	-2	i
68	COCCNC(=O)C(c1ccco1)N(Cc1ccc(OC)cc1)C(=O)Cn1nnc2ccccc21 (configuration not stated)	-28	i
69	Cc1nn(-c2ccccc2)nc1C(=O)NN	-16	i
70	CN(c1ccccc1)C1CCCCC1NS(=O)(=O)c1ccc(Cl)cc1 (configuration not stated)	9	i
71	CSc1cccc(CN2CCCC(CO)(Cc3cccc(Cl)c3)C2)c1 (configuration not stated)	-12	i
72	N#Cc1cc(-c2ccccc2)nnc1Sc1ccc(F)cc1	-10	i
73	COc1ccc(Cc2nnc(NC(=O)c3cccs3)s2)cc1OC	-30	i
74	CC(C)OC(=O)CCC(=O)Nc1nc2ccccc2s1	4	i
75	Cc1ccc(C(=O)CCC(=O)Nc2ccc(C)cn2)cc1	0	.
76	CCOC(=O)c1ccc(S(=O)(=O)NC2CCC(C)CC2)cc1 (configuration not stated)	13	.
77	Nc1nc2c(Cl)ccc(Cl)c2s1	-5	i
78	Cc1ccnc(NC(=O)COc2ccc(Cl)cc2)n1	5	i
79	CN(C)CCNC(=O)C(=O)NCC1OCCN1S(=O)(=O)c1cc(F)ccc1F (configuration not stated)	-10	i
80	CCOC(=O)N1CCC(NC(=O)Cn2ncc3c2-c2cc(C)ccc2OC3)CC1	-20	i
81	CCOC(=O)C1CCN(S(=O)(=O)c2nc3nc(C)cc(C)n3n2)CC1	-20	i
82	Cc1cccc(/C=C/C(=O)c2cc(Br)ccc(=O)c2O)c1	-12	i
83	COc1cc2c(C(=O)N(C)c3cc(Cl)ccc3OC)cn(C)c(=O)c2cc1OC	-25	i
84	CC1=N/C(=C\c2ccc([N+](=O)[O-])cc2)C(=O)N1c1ccc(Cl)cc1	-3	i
85	COC(=O)c1ccc(NC(=O)CS(=O)(=O)Cc2ccccc2)cc1	-13	i
86	O=C(CNC(=O)c1ccc(Br)o1)NCc1cccc(Cl)c1	-9	i
87	CC(C)=CC(=O)OCC(=O)Nc1ccc(F)cc1Cl	-29	i
88	CCN1CCN(Cc2ccc(NC(=O)c3cc(NC(=O)C4=NN(c5ccccc5)C(=O)C4)cc(OC)c3)cc2C(F)(F)F)CC1	-5	i
89	Cc1onc(-c2ccccc2)c1C(=O)NCC1CCN(C(=O)c2c(-c3ccccc3)noc2C)CC1	-25	i
90	Cn1c(CSc2nc3ccccc3s2)nnc1SCC(=O)NCc1ccccn1	-17	i
91	COc1cccc(N2CCN(CC(=O)Nc3ccnn3C3CCCC3)CC2)c1	-11	.
92	Cc1ccc(Cn2nc(C)c(NC(=O)CCCn3nc(C)c([N+](=O)[O-])c3C)c2C)cc1	-38	i
93	COc1ccc(-c2nc(C#N)c(NCc3ccccc3Cl)o2)cc1	-13	i
94	COC(=O)/C=C1\OC(c2ccccc2)=CC1=O	-9	i
95	[O-][N+]12CCCCC1CCCC2CO (configuration not stated)	6	i
96	CC1CC(C)CN(CC(=O)Nc2cc(S(=O)(=O)N3CCOCC3)ccc2N2CCCC2)C1 (configuration not stated)	-29	.
97	COc1ccc(C2CC(c3ccccc3)=NN2C(=O)CSc2nccc(=O)[nH]2)cc1 (configuration not stated)	-12	i
98	O=c1[nH]c(CSc2ncnc3sccc23)nc2cc(C(F)(F)F)ccc12	-28	i
99	COc1cc2c(cc1OC)CN(C(=O)CN1CCN(S(=O)(=O)c3ccccc3)CC1)CC2	-27	i
100	CCOC(=O)NN1C(=O)c2ccccc2NC1c1ccccc1O (configuration not stated)	-8	i
101	O=C(NCCCc1ccccc1)c1cc(COc2c(F)cccc2F)on1	14	i
102	COc1ccc(C(=O)NNC(=O)C2CCCN(C3CC(=O)N(c4ccccc4)C3=O)C2)cc1 (configuration not stated)	-16	i
103	COc1ccc(C)cc1NC(=O)C1CC(=O)OC12CCCCC2 (configuration not stated)	-25	i
104	CCCOc1ccc(CSC2=NCCN2)cc1[N+](=O)[O-]	-24	i
105	CCOC(=O)c1ccc(NC(=O)CS(=O)(=O)c2cn(CC)c3ccccc23)cc1	-14	i
106	COc1ccc(OCC(=O)NNC(=O)c2ccccn2)cc1	-9	i
107	c1cncc(Nc2nc(-c3cccnc3)cs2)c1	-14	6.9*
108	Cc1c(CCO)c(=O)[nH]n1S(=O)(=O)c1ccc([N+](=O)[O-])cc1	-1	i
109	CCN(CC)CCNC(=O)CS(=O)Cc1nc(-c2ccc(C)cc2)oc1C (configuration not stated)	-17	i
110	CC1Cc2nc(SCC(=O)NCc3ccccc3)n(Cc3ccccc3)c(=O)c2S1 (configuration not stated)	-30	i
111	COc1ccc(CCN(C)C(=O)c2cc(S(=O)(=O)N3CCCCCC3)ccc2OC)cc1OC	-38	i
112	Cc1nnc(N(Cc2ccccc2)C(=O)c2cnccn2)s1	-20	i
113	N=C1SCC(=O)N1c1ncc(Cc2ccc(F)cc2)s1	27	i
114	CCCc1cc(C(=O)OCC(=O)N(CCC)c2c(N)n(Cc3ccccc3)c(=O)[nH]c2=O)sc1C	-25	i
115	O=C(CSc1ncn[nH]1)N1CCN(S(=O)(=O)c2ccccc2)CC1	-7	i
116	CC1(C)Cc2nc3sc4c(SCC(=O)NC(c5ccccc5)c5ccccc5)ncnc4c3cc2CO1	-45	i
117	O=C(/C=C/c1cccs1)c1cc(Cl)ccc1O	-14	i
118	COc1cccc(-c2nnc(SCC(=O)N(C(C)C)C(C)C)o2)c1	-4	i
119	COc1ccc(C2CC(c3ccccc3)=NN2S(=O)(=O)c2ccccc2)c(OC)c1 (configuration not stated)	-26	i
120	O=C(NC1CCCC1)C(c1ccncc1)N(C(=O)c1csnn1)c1ccc(F)c(Cl)c1 (configuration not stated)	-21	i
121	CCCCNC(=O)NC1CCCC1	-5	i
122	Cc1ccc(C(=O)Oc2ccc([N+](=O)[O-])cc2)cc1S(=O)(=O)N1CCCCCC1	-6	i
123	COC(=O)c1cc2ccsc2n1CC(=O)Nc1cc(C)cc(C)c1	-10	i

Record cards, as listed above:
COc1cccc(N2CCN(CC(=O)Nc3ccnn3C3CCCC3)CC2)c1 as listed: OX1R antag = -11; CHT allo act = .
N=C1SCC(=O)N1c1ncc(Cc2ccc(F)cc2)s1 as listed: OX1R antag = 27; CHT allo act = i
O=C(CSc1ncn[nH]1)N1CCN(S(=O)(=O)c2ccccc2)CC1 as listed: OX1R antag = -7; CHT allo act = i
